Bioassay records deposited in PubChem BioAssay by National Center for Advancing Translational Sciences (NCATS).
KAT2A inh: GCN5L2 (KAT2A) acetyltransferase inhibition. 0.21% of 390,000 active. AID 504327. GCN5L2 HAT assay, ThioGlo1 CoA-SH fluorescence. Potency, µM (series often up to 58.9 µM), for the others: at the top dose activity change, negative = inhibition, usual class: inhibitors. Q92830
Target sequence (Q92830 whole entry, looked up): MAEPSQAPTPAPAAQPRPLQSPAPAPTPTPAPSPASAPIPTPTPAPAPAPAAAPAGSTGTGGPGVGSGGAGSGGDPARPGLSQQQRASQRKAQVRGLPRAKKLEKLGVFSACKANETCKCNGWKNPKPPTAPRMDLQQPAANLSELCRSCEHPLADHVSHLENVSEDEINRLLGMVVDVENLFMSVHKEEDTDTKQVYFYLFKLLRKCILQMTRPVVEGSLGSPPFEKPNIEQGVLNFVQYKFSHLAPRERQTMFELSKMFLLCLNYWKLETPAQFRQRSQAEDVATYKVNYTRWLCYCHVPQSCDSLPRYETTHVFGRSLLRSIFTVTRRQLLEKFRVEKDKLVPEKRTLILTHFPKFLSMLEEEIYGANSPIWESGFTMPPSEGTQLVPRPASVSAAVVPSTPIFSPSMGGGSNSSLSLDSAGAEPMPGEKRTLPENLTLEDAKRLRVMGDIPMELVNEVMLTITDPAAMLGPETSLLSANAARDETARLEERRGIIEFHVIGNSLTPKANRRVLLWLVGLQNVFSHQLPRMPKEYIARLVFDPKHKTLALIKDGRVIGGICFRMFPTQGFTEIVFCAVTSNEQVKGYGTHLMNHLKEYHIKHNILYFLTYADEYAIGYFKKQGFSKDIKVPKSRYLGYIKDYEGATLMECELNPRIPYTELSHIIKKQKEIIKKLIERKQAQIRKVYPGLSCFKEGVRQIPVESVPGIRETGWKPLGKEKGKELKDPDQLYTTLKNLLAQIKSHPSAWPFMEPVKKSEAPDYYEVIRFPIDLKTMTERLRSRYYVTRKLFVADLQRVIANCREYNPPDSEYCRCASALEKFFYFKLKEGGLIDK
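Compounds, pin-transferred from DMSO stocks, meet 20nM GCN5L2 for 15 min before the reaction begins with H3(1-25) peptide (75uM) and acetyl-CoA (70uM). Thiol-reactive ThioGlo1 reports CoA release over 20 min at room temperature.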
TDP1 cell CPT: growth inhibition of DT40 Tdp1-/-;hTDP1 cells with camptothecin (screen for TDP1 inhibitors); chicken DT40 Tdp1-/-;hTDP1 cells + 20 nM CPT, ATP luminescence, 48 h; Potency, µM (series often up to 46.2 µM), for inactives: at the top dose activity change, negative = growth inhibition, hits mostly inhibitors; 12% of 420,000 active; also: nearly all actives have a fitted effect of over 55% in size
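Chicken DT40 Tdp1-/- cells stably complemented with human TDP1 were seeded at 400 cells/well in medium containing 20 nM camptothecin, exposed to pin-transferred compounds, and grown at 37 °C for at least 48 hr. Viability was read as ATP luminescence.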
DT40 TDP1 no CPT: qHTS for Inhibitors of human tyrosyl-DNA phosphodiesterase 1 (TDP1): qHTS in cells in absence of CPT. DT40 Tdp1-/- hTDP1 cells, no CPT, ATP luminescence, 48 h. Potency, µM (doses to about 46.2 µM), for inactives: top-dose activity change, negative = growth inhibition, actives largely listed as inhibitors. AID 686978, 2013. 15% of 420,000 active; also: nearly all actives have a fitted effect of over 55% in size
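Cells were dispensed at 400 per well, compounds added by pin tool, plates incubated ≥48 hr at 37 °C, then CellTiter-Glo added for 30 min at room temperature before luminescence reading. Line: DT40 Tdp1-/- complemented with hTDP1; camptothecin omitted.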
Starred values were filed as active, the others as inactive; ? = inconclusive; . = no result given. Calls follow the shape of the dose curve; as a rule, active = well fitted curve in the direction sought with a large enough effect; inconclusive = small, poorly fitted or top-dose-only effect, or another doubt; inactive = no such curve, though single readings can be large; an effect the other way counts as inactive or inconclusive. % is scaled to controls: 0 for no effect and ±100 for the full control effect; potency is read from the fitted curve at half-maximal effect.

SMILES	KAT2A inh	TDP1 cell CPT	DT40 TDP1 no CPT
O=S(=O)(Nc1ccc(N2CCCCC2)cc1)c1ccc(F)cc1	-3.5%	16.4µM*	29.1µM*
CCCCn1c(CN2CCN(C(=O)c3ccco3)CC2)nc2c1c(=O)n(C)c(=O)n2C	-3.2%	1.6%	?
Cc1c(CCC(=O)NCCC(=O)O)c(=O)oc2cc3occ(-c4ccccc4)c3cc12	-5.6%	-18.2%	1.3%
COC(=O)c1cccc(S(=O)(=O)N2CCC(n3nnc4cc(F)ccc43)CC2)c1	-26.3%	-29.1%	-21.9%
CC(C)C[C@H](NC(=O)c1nc[nH]c1C(=O)N[C@@H](CC(C)C)C(=O)OC(C)(C)C)C(=O)OCc1ccccc1	?	?	?
COc1cccc(NC(=O)c2cccnc2)c1	-3.1%	-17.8%	2.5%
CCn1c(SCc2nc3ccccc3c(=O)[nH]2)nnc1C(C)NC(=O)c1ccccc1F (stereo not given)	0.0%	-21.2%	-1.0%
O=c1c2[nH]c3ccc(F)cc3c2ncn1CCCn1ccnc1	1.0%	-7.5%	-16.1%
COC(=O)c1ccc(C(=O)NCC2Cc3cccc(-c4ccc(C(=O)OC)cn4)c3O2)cc1 (stereo not given)	.	?	-26.3%
Cc1occc1C(=O)O/N=C(\N)c1ccc(Cl)cc1	-18.6%	-2.8%	-22.1%
COc1ccc(Nc2ncnc3c2cnn3Cc2ccc(C)cc2)cc1	-0.7%	?	?
CC(=O)c1ccc(NC(=O)C[n+]2cccc(C)c2)cc1	?	8.3%	-4.0%
O=C(NC(Cc1ccc(F)cc1)C(=O)O)c1ccccc1 (stereo not given)	1.2%	3.5%	-6.7%
COc1ccc(S(=O)(=O)N(Cc2ccccc2)c2ccccc2C(=O)N2CCOCC2)cc1	-9.4%	?	?
Cc1cc(C)cc(C(=O)N2CC(C)SC2=Nc2cccc(S(=O)(=O)N(C)C)c2)c1 (stereo not given)	27.9%	?	?
O=C(COc1ccccc1C(=O)Nc1cccc([N+](=O)[O-])c1)Nc1ccc(Br)cc1	.	7.94µM*	15.8µM*
Cc1cc(=O)n2nc(N3CCCC(C(=O)NCCc4ccccc4)C3)sc2n1 (stereo not given)	1.3%	-42.3%	-24.4%
COc1cccc(-c2cc(C(F)(F)F)n3ncc(C(=O)OC(C)C)c3n2)c1	-6.2%	-16.0%	-9.4%
Cc1cc(C)cc(C(=O)Nc2c3c(nn2C(C)(C)C)CS(=O)(=O)C3)c1	-2.5%	-13.2%	11.0%
CCOC(=O)/C(C#N)=C/c1c(N2CCN(c3ccccc3)CC2)nc2c(C)cccn2c1=O	-7.1%	?	-25.8%
CSc1cnn(CCC#N)c(=O)n1	.	-21.4%	-25.5%
O=C(COC(=O)CNC(=O)c1ccc(-c2ccccc2)cc1)NCc1ccco1	-18.9%	-11.1%	-20.6%
CCOC(=O)C1CCCN(C(=O)c2cc(Nc3ccc(OC)c(OC)c3)nc3ccccc23)C1 (stereo not given)	-9.6%	?	16.4µM*
Cc1ccc2oc(=O)c3cnn(CC(=O)N4CCCCC4C)c3c2c1 (stereo not given)	-24.6%	19.3%	-28.1%
CC(C)c1cccc(OCCCCN(C)C)c1	-5.3%	?	-23.5%
CC1(Cc2cc(Cl)ccc2C(F)(F)F)C(=O)Nc2cc(C(F)(F)F)ccc21 (stereo not given)	.	23.1µM*	14.6µM*
O=C(CCC(=O)N1CCCC1)Nc1nnc(C(F)(F)F)s1	-7.4%	-2.8%	-4.5%
CCOC(=O)N1CCN(C(=O)CSc2nc3c(cnn3-c3ccc(C)cc3)c(=O)[nH]2)CC1	-0.5%	?	?
O=c1c2ccccc2nnn1Cc1ccccn1	-11.2%	-5.0%	0.3%
O=C(NCCNc1ccc([N+](=O)[O-])cc1)c1ccccc1F	17.2%	-2.5%	9.2%
COc1ccc(N(C(=O)c2snc(C(N)=O)c2N)C(C(=O)NC2CCCC2)c2ccco2)cc1OC (stereo not given)	-10.1%	5.1%	-1.6%
CCOc1ccc(CCNC(=O)CCNC(=O)c2ccc(Br)cc2)cc1OCC	-19.8%	8.7%	-2.4%
O=C(NC1CCCC1)C(c1cccnc1)N(C(=O)c1csnn1)c1ccccc1Cl (stereo not given)	0.3%	-11.3%	-6.7%
COCCNC(=O)c1ccc2c3n(nc2c1)-c1ccc(C)cc1CO3	-14.0%	?	?
CCc1nc2cccnc2n1-c1ccc(CC(=O)NC(C)CC)cc1 (stereo not given)	-2.5%	9.2%	0.6%
O=[N+]([O-])c1cccc(S(=O)(=O)N2CCCCC2)c1	-2.6%	-13.9%	-16.0%

Reformatted: 6 of the compounds above
mol,KAT2A inh,TDP1 cell CPT,DT40 TDP1 no CPT
O=C(CCC(=O)N1CCCC1)Nc1nnc(C(F)(F)F)s1,-7.4%,-2.8%,-4.5%
CCc1nc2cccnc2n1-c1ccc(CC(=O)NC(C)CC)cc1 (stereo not given),-2.5%,9.2%,0.6%
CC1(Cc2cc(Cl)ccc2C(F)(F)F)C(=O)Nc2cc(C(F)(F)F)ccc21 (stereo not given),.,23.1µM*,14.6µM*
COc1ccc(N(C(=O)c2snc(C(N)=O)c2N)C(C(=O)NC2CCCC2)c2ccco2)cc1OC (stereo not given),-10.1%,5.1%,-1.6%
CCOc1ccc(CCNC(=O)CCNC(=O)c2ccc(Br)cc2)cc1OCC,-19.8%,8.7%,-2.4%
O=C(NCCNc1ccc([N+](=O)[O-])cc1)c1ccccc1F,17.2%,-2.5%,9.2%

The list goes on:
SMILES	KAT2A inh	TDP1 cell CPT	DT40 TDP1 no CPT
O=C(CSCC(=O)NN=Cc1ccccc1)NN=Cc1ccccc1	.	-11.8%	-26.7%
Cc1ccc(NC(=O)c2nc(S(C)(=O)=O)ncc2N(Cc2ccco2)Cc2cccs2)c(C)c1	-16.9%	?	20.6µM*
Cc1ccc(C2C3=C(CC(C)(C)CC3=O)Nc3onc(C)c32)cc1 (stereo not given)	-18.9%	-12.5%	?
CC(=O)N1CCN(CCN=CC2=C(O)CC(c3ccc(Cl)cc3)CC2=O)CC1 (stereo not given)	0.9%	-6.4%	-22.4%
Oc1[nH]c2ccccc2c1N=Nc1c(F)c(F)c(C(F)(F)F)c(F)c1F	-0.9%	10.5%	-27.0%
CCc1ccc(Nc2cc(C(=O)NCCCN3CCOCC3)c3ccccc3n2)cc1	-1.2%	?	?
CSc1nc(-c2ccco2)nn1C(=O)c1cccs1	-6.1%	?	?
CC(CCc1ccccc1)N(C)CC(O)c1cccc([N+](=O)[O-])c1 (stereo not given)	0.9%	-27.3%	?
COC(=O)c1ccc2nc(-c3ccc(C)cc3)c(Cc3ccc(C)cc3)n2c1	.	?	16.4µM*
CCCc1nc2ccc(NC(=O)c3cccs3)cc2c(=O)n1Cc1ccccc1Cl	-2.0%	?	16.4µM*
CC(=O)Nc1ccccc1C	-3.7%	-3.3%	8.9%
O=C(CSc1nnc(NC(=O)c2ccco2)s1)Nc1ccc(F)cc1F	-8.0%	1.5%	5.2%
CC(c1ccccc1)C1CC(=O)N(c2ccc([N+](=O)[O-])cc2)C1=O (stereo not given)	-4.3%	-5.8%	-9.6%
Cc1ccc(C(=O)Nc2cnc3ccccc3c2)cc1	0.7%	-9.5%	-25.2%
O=C(NCc1cccnc1)c1ccc(S(=O)(=O)N2CCCCC2)cc1	-0.8%	?	?
CCOC(=O)C1(C)CCCN(C(=O)c2ccccc2OC(F)(F)F)C1 (stereo not given)	.	-25.6%	-25.1%
COc1ccccc1-c1nc(SC)n[nH]1	-2.6%	?	20.7%
COc1ccc(-c2noc(N(c3cccc(Cl)c3)c3nc(-c4ccc(OC)c(OC)c4)no3)n2)cc1OC	2.6%	-4.1%	-11.8%
CCCN(CC(=O)Nc1ccccc1OC)C(=O)CCC(=O)c1ccc(OCC)cc1	1.1%	?	?
Cc1ccccc1-c1cc(C(=O)NCc2cccc(C(F)(F)F)c2)nn1CC1CC(c2cccc([N+](=O)[O-])c2)=NO1 (stereo not given)	-6.0%	?	23.1µM*
CCOc1ccc(CCNC(=O)COC(=O)Cn2cnc3c2c(=O)n(C)c(=O)n3C)cc1OCC	-3.3%	-5.8%	9.1%
CC(=O)Nc1cccc(NC(=O)CSc2ccc(-c3ccco3)nn2)c1	?	-22.4%	-26.3%
CN(C)c1ccc(CN2CCCC(O)C2)cc1 (stereo not given)	-2.3%	-2.4%	-9.7%
NC(=O)CN1CCN(Cc2ccc3c(c2)OCO3)CC1	-3.0%	-0.8%	-3.2%

Part of the list above, showing only KAT2A inh and DT40 TDP1 no CPT.
smiles | KAT2A inh | DT40 TDP1 no CPT
Cc1ccc(C(=O)Nc2cnc3ccccc3c2)cc1 | 0.7% | -25.2%
CC(=O)Nc1cccc(NC(=O)CSc2ccc(-c3ccco3)nn2)c1 | ? | -26.3%

Continued:
SMILES	KAT2A inh	TDP1 cell CPT	DT40 TDP1 no CPT
OCCNCC(O)Cn1ccc2ccccc21 (stereo not given)	-4.9%	-12.8%	-2.4%
COC(=O)[C@@H]1CCCN1Cc1ccc2c(c1)CN(Cc1cccn1-c1ccc(Cl)cn1)CCO2	.	?	?
CC1Sc2ccc(S(=O)(=O)CCC(=O)NC3CCCC(C)C3C)cc2NC1=O (stereo not given)	-0.7%	20.6µM*	20.6µM*
COc1cccc(N2CCN(c3c(C#N)c(C(F)(F)F)nn3C)CC2)c1	2.0%	23.1µM*	8.2µM*
Cc1ccc(S(=O)(=O)N2CCCOC2CNC(=O)C(=O)NCc2ccccn2)cc1 (stereo not given)	0.9%	-2.4%	-6.8%
CC(C)CCn1c(=O)c2sccc2n2c(CCCC(=O)N3CCC(N4CCCCC4)CC3)nnc12	4.5%	-0.6%	-21.7%
Cn1ncc2c(=O)[nH]c(N)nc21	.	21.4%	22.2%
Cc1ccc(SCC(=O)OCC(=O)NCc2ccco2)cc1	0.0%	-18.2%	-16.1%
CCCn1c(SCc2nc(-c3ccc(OC)c(OC)c3)no2)nnc1-c1ccccc1	-0.1%	?	18.4µM*
CC(=O)Nc1ccc(S(=O)(=O)NCc2ccc(C(=O)NCc3ccc(Cl)cc3)cc2)cc1	?	?	?
Cc1cc(OC(C)C(=O)N2C[C@H]3C[C@@H](C2)c2cccc(=O)n2C3)c2c(C)c(C)c(=O)oc2c1 (stereo not given in full)	-29.3%	18.2%	11.5%
Cc1cccc(OCc2ccccc2)n1	.	-1.5%	-9.6%

As a short view, some entries already given:
SMILES	KAT2A inh	TDP1 cell CPT	DT40 TDP1 no CPT
Cc1cc(C)cc(C(=O)N2CC(C)SC2=Nc2cccc(S(=O)(=O)N(C)C)c2)c1 (stereo not given)	27.9%	?	?
O=C(COc1ccccc1C(=O)Nc1cccc([N+](=O)[O-])c1)Nc1ccc(Br)cc1	.	7.94µM*	15.8µM*
Cc1cc(=O)n2nc(N3CCCC(C(=O)NCCc4ccccc4)C3)sc2n1 (stereo not given)	1.3%	-42.3%	-24.4%
COc1cccc(-c2cc(C(F)(F)F)n3ncc(C(=O)OC(C)C)c3n2)c1	-6.2%	-16.0%	-9.4%

The list goes on.
SMILES	KAT2A inh	TDP1 cell CPT	DT40 TDP1 no CPT
CCOC(=O)c1c(NC(=O)CN(C)C2CCN(C)CC2)sc(C(=O)Nc2ccccc2)c1C	-4.1%	?	?
NC(CCc1ccccc1)c1csc(Nc2ccc(C(=O)c3ccccc3)cc2)n1 (stereo not given)	.	16.4µM*	18.4µM*
CCOCCCNC(=O)C(c1ccc(OC)cc1)N(Cc1ccc2c(c1)OCO2)C(=O)CNC(C)=O (stereo not given)	-1.0%	-3.3%	-20.3%
NCCNc1ccc([N+](=O)[O-])c(NC2CC2)c1	-4.2%	?	?
Cc1ccc(S(=O)(=O)N2CCOC23CCN(C(=O)C(=O)NCCC(C)C)CC3)cc1	-6.9%	-12.4%	-23.1%
CCN(CC(=O)Nc1cccc(F)c1)CC(=O)Nc1ccccc1OC	-1.9%	-3.2%	-0.9%
CC(C)Cc1nc(SCC(=O)NCc2ccccc2)n[nH]1	0.1%	-12.9%	-0.8%
O=C(COc1ccccc1)NCC(=O)N/N=C/c1cc(Br)ccc1OCc1ccccc1	-5.8%	23.1µM*	16.4µM*
COc1ccc(C(=O)CSc2ncn[nH]2)cc1OC	0.4%	-7.3%	-18.2%
COc1ccc(C2N(c3cc(Cl)ccc3OC)C(=O)C3CCCN32)c(OC)c1 (stereo not given)	-8.9%	29.9%	2.2%
CC1CCC2(CC1)NC(=O)N(CC(=O)N1CCN(c3ccccc3)CC1)C2=O (stereo not given)	-3.7%	-21.4%	-0.2%
COc1ccc(-c2ccc(=O)n(CC(=O)Nc3cccc(O)c3)n2)cc1OC	-9.5%	?	?
COC(=O)c1cn(C(=O)c2ccc(OC)c(OC)c2)c2ccccc12	-22.2%	?	?
COc1ccc(C(CNC(=O)c2ccc(OCc3c(C)noc3C)cc2)N2CCCC2)cc1 (stereo not given)	-1.7%	7.6%	17.5%
CNC(=S)N/N=C/c1ccccc1Cl	1.8%	?	?
CCOCCn1c2ccccc2c2nc3ccccc3nc21	-4.1%	?	?
